# phage Ecoli inh: growth loss of phage-infected E. coli, primary screen, RecBCD inhibitor project, absorbance, with phage, HTS; inhibition, % at 11.9 µM; 0.26% of 360,000 active; in the data active means inhibition above about 11%
# Wnt bcat act: Wnt/beta-catenin pathway activators, primary screen, cell-based, plate reader, single point; Wnt/beta-catenin reporter cell assay, activator; 1.2% of 300,000 active; activation, % at 9.35 µM; AID 743398, 2014; in the data active means activation above about 30%, passing the limit was not always enough; inconclusive means no clear call, values can overlap the other calls;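 further: 0% = neutral control wells and 100% = positive control wells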
# * marks the source's active call; other numbers are inactive results; ? = inconclusive. Some of the compounds tested; rates above refer to the full screens.
phage Ecoli inh | Wnt bcat act | SMILES
-1.3 | 0 | CCCCNC(=O)C1(C)CCN1C(=O)c1ccc2ccccc2n1 (stereo unspecified)
0.6 | 0 | NC(CCc1ccccc1)c1csc(NC(=O)Nc2ccccc2Oc2ccccc2)n1 (stereo unspecified)
2.2 | -2 | NC(=O)C1CC2(C1)CC(C(N)=O)C2 (stereo unspecified)
3.5 | -3 | COCc1cc(N2CCN(C(=O)OC(C)(C)C)C[C@@H]2C)ccc1N1C[C@@H](C)O[C@@H](C)C1
0.5 | -4 | CCOC(=O)C1CCCN(C(=O)c2oc3ccccc3c2C)CC1 (stereo unspecified)
1.5 | -6 | CC(=O)Nc1cccc(-c2csc(C(C)(NC(C)=O)c3ccccc3)n2)c1 (stereo unspecified)
3.3 | 3 | Cc1ccccc1C(=O)N[C@H](C(=O)N1CCC[C@H]1C(=O)NC1CCCC1)c1ccccc1
0.0 | -2 | CC1(C(=O)NS(=O)(=O)c2ccc(C#N)cc2)CCN1C(=O)C1(c2ccccc2)CC1 (stereo unspecified)
0.0 | -1 | CCOC(=O)[C@]12CCCC=C1N(Cc1ccco1)C(=O)[C@H](CC(=O)N1CCN(C(=O)C3CC3)CC1)C2
2.2 | -2 | COCCNC(=O)C1CCCN(Cc2ccc(-c3ccccc3)cc2)CC1 (stereo unspecified)
-1.2 | -1 | CCCCc1c(-c2ccccc2OC)ncn1Cc1ccccc1C
2.9 | -2 | CC1(C(=O)Nc2ccccc2Cc2ccccc2)CCN1Cc1ccccc1Cl (stereo unspecified)

# 4 compounds picked at random from the list so far, as already listed:
phage Ecoli inh | Wnt bcat act | SMILES
2.2 | -2 | NC(=O)C1CC2(C1)CC(C(N)=O)C2 (stereo unspecified)
2.2 | -2 | COCCNC(=O)C1CCCN(Cc2ccc(-c3ccccc3)cc2)CC1 (stereo unspecified)
1.5 | -6 | CC(=O)Nc1cccc(-c2csc(C(C)(NC(C)=O)c3ccccc3)n2)c1 (stereo unspecified)
3.3 | 3 | Cc1ccccc1C(=O)N[C@H](C(=O)N1CCC[C@H]1C(=O)NC1CCCC1)c1ccccc1

# The list goes on.
phage Ecoli inh | Wnt bcat act | SMILES
4.0 | -1 | CC(=O)Nc1cccc(-c2cc3nc(NCc4cccnc4)n(C)c(=O)c3s2)c1
0.7 | -1 | COc1ccc(CN(C)C(=O)/C=C/[C@H]2O[C@@H](n3cc(C)c(=O)[nH]c3=O)C[C@@H]2O)cc1OC
-0.7 | 0 | CC1(C(=O)NS(=O)(=O)c2ccc(F)cc2F)CCN1C(=O)c1cccc(F)c1 (stereo unspecified)
-1.8 | -1 | CCN(CCC(=O)Nc1cc(OC)ccc1OC)Cc1ccccc1
0.3 | -3 | COc1ccc(CN2CCC2(C)C(=O)Nc2cccc(NS(C)(=O)=O)c2)c2ccccc12 (stereo unspecified)
1.4 | 3 | O=C(c1cnc(Cc2c[nH]c3ccccc23)c(I)c1)N1CCOCC1
0.5 | -3 | CC1(C(=O)NS(=O)(=O)c2ccc3c(c2)CCO3)CCN1C(=O)CCC1CCCC1 (stereo unspecified)
2.5 | 1 | CCc1nc2ccc(C(=O)N(C)C(C)C)cn2c1N(CCC(C)C)CCN(C)C
1.0 | -2 | COC(=O)[C@@]1(Cc2ccc(F)cc2)[C@H]2c3cc(C(=O)N4CCCC4)n(CC4CC4)c3C[C@H]2CN1C(=O)c1ccccc1
1.9 | 9 | COc1ccc(-c2cnc3c(NC=O)cc(-c4ccc(S(C)(=O)=O)cc4)cn23)cc1OC
3.3 | 4 | CC(O)(c1ccccc1)c1nc(-c2cccc(C(F)(F)F)c2)cs1 (stereo unspecified)
4.7 | -5 | Cc1cc(OCCCN2CCC(C(O)(c3ccccc3)c3ccccc3)CC2)ccc1Br
3.6 | -4 | CCN=C1NC(c2ccccc2C(F)(F)F)C(C(=O)OC)=C(C)N1Cc1ccc(C(F)(F)F)cc1 (stereo unspecified)
3.0 | 0 | CCCNC(=O)C1(C)CCN(Cc2ccc(C(=O)OCC)cc2)C1 (stereo unspecified)
1.9 | -1 | COC(=O)C1CCN(C2CN(Cc3ccc(F)cc3)S(=O)(=O)C2)CC1 (stereo unspecified)
-2.5 | -6 | COCc1cc(N2CCN(C(=O)OC(C)(C)C)C[C@@H]2C)ccc1N1CCN(Cc2ccccc2)[C@H](C)C1
4.8 | -2 | CC(C)(C)NC(=O)C(c1ccc(C#N)cc1)n1c(=O)c(-c2ccco2)nc2ccccc21 (stereo unspecified)
2.9 | -1 | CN(Cc1ccccc1)C(=O)[C@@H]1CCCN1C(=O)[C@@H]1CCCN1C(=O)c1c(F)cccc1F
1.6 | 0 | CC1=C(C(=O)N(C)C)CC(CC(=O)NCc2cccs2)C(=O)N1Cc1ccc(F)cc1 (stereo unspecified)
0.2 | -1 | CCCCNC(=O)c1nc(C2CCN(S(=O)(=O)c3ccc(C(F)(F)F)cc3)CC2)oc1-c1ccccc1
0.8 | 0 | NC(=NCc1ccccc1)NN=Cc1ccnc2ccccc12
-1.2 | -2 | C[C@H](CO)N1C[C@H](C)[C@@H](CN(C)S(=O)(=O)c2ccc(F)cc2)Oc2ncc(Br)cc2C1=O
2.1 | 0 | COc1ccccc1-c1noc2c1C(=O)N(Cc1cn(Cc3ccccc3)nn1)CC2
3.7 | -4 | Cc1noc(C)c1C(=O)N1CCCC(C)(C(=O)NS(=O)(=O)C2CC2)C1 (stereo unspecified)
3.5 | -6 | C=CCNc1ncnc2c1ncn2[C@H]1CN(C2CCCC2)C[C@@H](CO)O1
0.1 | -4 | COC(=O)Cn1c(C(=O)N2CCCC2)cc2c1C[C@H]1CN(C(=O)c3ccccc3)[C@@](Cc3ccc(OC)cc3)(C(=O)OC)[C@@H]21
2.7 | -11 | Cc1cc(N2CCN(CC(C)(C)O)C[C@@H]2C)ccc1N1CCN(CC(C)(C)O)[C@H](C)C1
1.7 | -4 | O=C1NC[C@@H](CCCCN2C[C@H](Cc3ccccc3)N(CCc3ccc(O)cc3)C(=O)C2=O)N(Cc2ccccc2)C1=O
1.8 | -3 | Cc1ccc(S(=O)(=O)N2C[C@H]3[C@H]4C(=O)N(Cc5ccccc5)C(=O)[C@H]4CC(=O)[C@H]3[C@@H]2c2ccccc2F)cc1
4.6 | -3 | Clc1cccc(CNc2ccn3nc(-c4cccc(OCc5ccccc5)c4)cc3n2)c1
1.6 | -2 | CC(C)C[C@H]1CNC(=O)C(=O)N1C[C@@H]1CCCN1C[C@H](Cc1ccccc1)N1C[C@H](Cc2ccccc2)N(CC2CCCCC2)C(=O)C1=O
3.6 | 5 | COC(=O)c1ccc(N2C(c3cccc(OC)c3)=Cc3ccc(F)cc3C2c2c(C)[nH]c3ccccc23)cc1 (stereo unspecified)
2.2 | 6 | CC(=O)Nc1cncc(-c2cccc(N(C)C)c2)n1
3.2 | 4 | CCOc1ccc(-c2noc([C@@H]3O[C@H](CO)[C@@H](O)[C@H]3O)n2)cc1
-0.7 | -1 | COc1cccc(CNC(=O)[C@@H]2CCCN2C(=O)[C@@H]2CCCN2C(=O)c2cccc(Cl)c2)c1
4.0 | -1 | CCCCCCCCN1C(=O)N(Cc2ccc(OC)cc2)S(=O)(=O)c2ccc(F)cc21
-1.2 | -2 | CC(C)NC(=O)c1cc(-c2ccc(F)cc2OC(C)C)n[nH]1
4.6 | -4 | COCCNC(=O)C1(C)CCCN(Cc2ccc(OCc3ccccc3)cc2)C1 (stereo unspecified)
3.8 | ? | Fc1ccc(-c2ccc3c(n2)CCCN3Cc2ccccn2)cc1
3.1 | -2 | Cc1cc(Nc2cc(F)c(F)c(F)c2)cc(=O)n1-c1cc(F)c(F)c(F)c1
1.7 | -9 | COc1cccc(Nc2nc(CN)cs2)n1
2.6 | -2 | CC1(C(=O)NS(=O)(=O)c2ccc(Br)cc2)CCN1C(=O)C1CCCCC1 (stereo unspecified)
1.9 | 2 | COc1ccc(C(C(=O)Nc2ccc3c(c2)OCCO3)n2c(=O)c(-c3cc4ccccc4[nH]3)nc3ccccc32)cc1 (stereo unspecified)
2.3 | 0 | O=C(N[C@H](C(=O)N1CCC[C@H]1C(=O)NC1CCCC1)c1ccccc1)C1CC1
2.2 | 0 | COc1ccc(C(C)(NC(C)=O)c2nc(-c3ccccc3OC)cs2)cc1 (stereo unspecified)
2.4 | -2 | CC(=O)N1CCCC(C)(C(=O)Nc2ccc3nc(C)ccc3c2)C1 (stereo unspecified)
1.3 | -2 | C=CCN(CC=C)Cc1cc(=O)oc2cc(C)cc(C)c12
2.0 | -4 | CC1(C(=O)Nc2ccccc2Br)CCN1C(=O)Cc1ccc(Cl)cc1Cl (stereo unspecified)
2.5 | 6 | CCCCOc1ccc(S(=O)(=O)NC(=O)C2(C)CCN2C(=O)c2cccc(F)c2)cc1 (stereo unspecified)
2.6 | -1 | O=C(COc1ccccc1CNC[C@H]1O[C@@H](n2ccc(=O)[nH]c2=O)[C@H](O)[C@@H]1O)N1CCCCC1
2.9 | 0 | O=C(NCc1cccs1)c1cccc2c(-c3ccc(F)c(F)c3)coc12
1.2 | 2 | CN(C)c1ccc(-c2csc(C(O)c3ccc(F)cc3)n2)cc1 (stereo unspecified)
6.1 | -1 | CCCCN(CCCNC(=S)NCCCc1cnc[nH]1)c1ccc(Br)cn1
2.4 | -1 | CCc1nc2ccc(C(=O)Nc3ccc4c(c3)OCC(=O)N4)cn2c1N(C)Cc1nccn1C
-0.2 | -3 | CC1(C(=O)NS(=O)(=O)c2ccc(F)cc2F)CCN1C(=O)CC(c1ccccc1)c1ccccc1 (stereo unspecified)
1.6 | -1 | COc1ccc(-c2nc3c(C)cc(Br)cn3c2Cc2ccc(C)cc2)cc1OC
0.0 | -6 | COc1ncc(-c2ccc(N3C(c4ccc([N+](=O)[O-])cc4)=Cc4ccccc4C3CC(C)=O)cc2)cn1 (stereo unspecified)
1.8 | -5 | COc1ccc(Cl)cc1Cn1c(C)c(C(=O)N(C)Cc2ccc(F)cc2)sc1=O
2.8 | 6 | Fc1cccc(Cc2c(-c3ccccc3)nc3ccc(Br)cn23)c1
2.4 | -2 | CC(C)CCNC(=O)[C@@H](Cc1ccccc1)NC(=O)CC[C@H]1O[C@@H](n2ccc(=O)[nH]c2=O)[C@H](O)[C@@H]1O

# Compound profiles, from the list above. Values in the order: phage Ecoli inh, Wnt bcat act
# CCc1nc2ccc(C(=O)N(C)C(C)C)cn2c1N(CCC(C)C)CCN(C)C as listed: 2.5, 1
# CCCCNC(=O)c1nc(C2CCN(S(=O)(=O)c3ccc(C(F)(F)F)cc3)CC2)oc1-c1ccccc1 as listed: 0.2, -1
# Cc1cc(OCCCN2CCC(C(O)(c3ccccc3)c3ccccc3)CC2)ccc1Br as listed: 4.7, -5
# CCCCNC(=O)C1(C)CCN1C(=O)c1ccc2ccccc2n1 (stereo unspecified) as listed: -1.3, 0
# COC(=O)[C@@]1(Cc2ccc(F)cc2)[C@H]2c3cc(C(=O)N4CCCC4)n(CC4CC4)c3C[C@H]2CN1C(=O)c1ccccc1 as listed: 1.0, -2

# Further structures follow.
phage Ecoli inh | Wnt bcat act | SMILES
-0.4 | -2 | C[C@H](CO)N1C[C@H](C)[C@H](CN(C)C(=O)Nc2ccc(F)cc2)Oc2ncc(Br)cc2C1=O
3.6 | -3 | COC(=O)[C@]12CCCCC=C1N(CCc1ccc(OC)c(OC)c1)C(=O)[C@H](CC(=O)N1CCOCC1)C2
2.4 | 2 | CCN1C(=O)N(C(C)=O)[C@H]2C[C@H](C(=O)N3CCCC3)[C@H](C)[C@H](c3ccccc3)C[C@H]21
1.6 | -1 | CCCCN(C)c1c(C)nc2ccc(C(=O)N(C)CCN(C)C)cn12
5.2 | 3 | COc1ccc(S(=O)(=O)NC(=O)C2(C)CCN2C(=O)Cc2ccc(C(C)(C)C)cc2)cc1 (stereo unspecified)
-0.1 | 0 | CCNC(=O)C1CCCN(C(=O)c2ccc(-c3ccccc3)cc2)CC1 (stereo unspecified)
0.3 | -2 | CCCCNC(=O)C[C@@H]1C[C@@]2(C(=O)OCC)CCCC=C2N(Cc2ccco2)C1=O
1.8 | 4 | O=C(NC1CCCC1)C(C1CC1)n1c(C2CCCC2)nc2ccccc21 (stereo unspecified)
2.4 | -1 | CN1C=Nc2c(ncn2C2CCC(CO)O2)C1O (stereo unspecified)
3.6 | -1 | O=C(C[C@@H]1CC[C@H](NC(=O)Nc2ccc(F)cc2)[C@@H](CO)O1)NCc1cccc(F)c1
1.7 | -6 | Cn1nc(C2CC2)cc1NC(=O)C1(C)CCN1C(=O)Cc1ccc(-c2ccccc2)cc1 (stereo unspecified)
2.3 | 4 | COc1cccc(C(O)c2nc(-c3cc(F)cc(F)c3)cs2)c1 (stereo unspecified)
2.5 | 0 | CCc1nc2ccc(C(=O)NCCC(C)C)cn2c1N(C)Cc1nccs1
1.2 | -2 | CC1(C)OC(=O)C2=C(CC(CCc3ccccc3)OC2c2ccc(F)cc2)O1 (stereo unspecified)
3.0 | 6 | CC(C)NC(=O)OC[C@H]1O[C@H](C#Cc2ccc(C(C)(C)C)cc2)C=C[C@H]1O
-0.6 | -3 | O=C(NC1CCCC1)c1nc(-c2c(F)cccc2F)oc1-c1ccccc1
2.5 | -2 | O=S(=O)(Nc1ccc(O)c2ncccc12)c1ccccc1F
-0.2 | -1 | COC(=O)[C@]12CCCCC=C1N(Cc1ccccc1)C(=O)[C@H](CC(=O)NCCCN1CCCC1=O)C2
0.6 | -3 | CCOC(=O)N1CCN(C(=O)C[C@@H]2C[C@@]3(C(=O)OC)CC(C)(C)CC=C3N(Cc3ccc4c(c3)OCO4)C2=O)CC1
1.6 | 5 | COc1ccccc1-c1csc(C(O)c2ccccc2)n1 (stereo unspecified)
1.2 | -3 | COc1ccc(-c2ccc(N3C(c4ccsc4)=Cc4ccc(F)cc4C3c3c[nH]c4ccccc34)cc2)cc1 (stereo unspecified)
2.0 | -1 | CN(CCc1ccccc1)C(CCc1ccccc1)C(=O)Nc1ccc2c(c1)OCCO2 (stereo unspecified)
1.8 | -1 | COc1ccc(S(=O)(=O)n2c(N)nc3ccccc32)cc1
-1.0 | -1 | O=C(Cn1cc(COc2ccc(-n3cccc3)cc2)nn1)NS(=O)(=O)c1ccccc1C(F)(F)F

# Screening results from PubChem BioAssay.
